High-throughput results: PubChem, several laboratories
Hep lipid drop: hepatic lipid droplet formation modulation; inhibition, % at 6.5 µM; hit rate 0.4% among 240,000; AML12 mouse hepatocytes, oleate lipid droplets, BODIPY imaging;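 active = lipid droplet intensity inhibited by at least 50%, with more than 500 cells counted; inconclusive = wells with under 300 cells, treated as cytotoxic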
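Material: mouse AML12 hepatocyte cell line, fixed after treatment; Timing: compound with oleate, overnight; Technique: high-content imaging of BODIPY-stained droplets and DAPI nuclei; Probe or stimulus: oleate, 100 µM final; Dosing: compound at 6.5 µM only.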
Dynein cargo inh: blocks dynein driven cargo transport along microtubules | 3617.4 mouse cells, GR-EGFP nuclear translocation imaging; test concentration mostly 20 µM; stimulated with dexamethasone, 1 µM; active compounds read low | z-score, hits read low | hit rate 0.47% among 220,000;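 active = plate z-score of nuclear minus cytoplasmic receptor signal below a set negative limit, without overly bright fluorescence or cell loss, cut at about -3.5 in these data, passing the limit was not always enough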;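 note: z-score of nuclear minus cytoplasmic ring GR-EGFP intensity difference per well; some compounds called inactive have numbers as strong as hits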
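Buffer or medium: tet-free, stripped-serum medium; reagent: dexamethasone at 1.0 µM final, 30 min; incubation: 48 h induction, 1 h compound, 30 min dex at 37 °C; measured by: formaldehyde fixation, Hoechst nuclear stain, 10x automated fluorescence imaging; read-out: nuclear-to-cytoplasmic GR-EGFP distribution per well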
Autophagy HCS: modulators of autophagy. MEF GFP-LC3 puncta imaging; test concentration mostly 10 µM. calls only at 10 µM (by protocol). hit rate 0.98% among 190,000. AID 463193;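 active = percentage of spot-positive cells more than 3 SD above its plate mean, without a fluorescence outlier flag or 80% toxicity; inconclusive = no clear call, values can overlap the other calls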;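 note: spot-positive cell cutoff set from DMSO-treated cells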
CSM14.1 death rescue: rescue of cells from ER stress-induced death, primary screen, 384-well, CSM14.1, thapsigargin, ATP luminescence (AID 1222); 190,000 tested, under 10 active; cellular ATP content (survival), % at 20 µM, or EC50 in µM where a hit was titrated; CSM14.1 thapsigargin-induced death rescue, ATP luminescence; higher % means a stronger effect;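 active = EC50 below 50 µM in the dose-response confirmation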;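 note: death triggered by thapsigargin at about 15 µM added after 2 h compound pretreatment; cell ATP read after overnight thapsigargin exposure of roughly 18 to 22 hours; normalized against plate controls of thapsigargin alone and 5% DMSO vehicle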
Insulin prom up: MIN6 insulin promoter up-regulation | hit rate 0.3% among 190,000 | z-score at 5 µM | MIN6 insulin promoter-GFP reporter, high-content imaging; active compounds read high;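 active = z-score above 3 at 5 µM with at least 500 cells counted in the well; inconclusive = wells under 500 cells, flagged as cytotoxic or low count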
M1AAP inhibition: P. falciparum M1AAP inhibitors, biochemical, fluorogenic H-Leu-NHMec substrate, 1536-well (AID 1445). recombinant M1AAP, H-Leu-NHMec fluorogenic kinetic assay; higher % means a stronger effect. one-dose inhibition, % at 30 µM; IC50 in µM for titrated hits. hit rate 0.42% among 220,000;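 active = primary inhibition above the hit cutoff, then over 50% inhibition at one or more dose response concentrations, cut at about 23% in these data, passing the limit was not always enough; inconclusive = conflicting primary data, or primary hits not chosen for dose response; inactive = low primary inhibition, or under 50% at every dose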;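 note: plate controls were DMSO full reaction for no effect and no enzyme background for full effect; strong numbers were not always called active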
Yfh1-off respiration: enhancers of respiration in Yfh1-depleted yeast, dose response, Friedreich's ataxia, plus single-dose screen (AID 1465). S. cerevisiae Yfh1-off respiration, WST-1 reduction, 72 h; higher fold induction means a stronger effect. fold induction at 50 µM; hits with a dose series show EC50 in µM. hit rate 0.074% among 220,000;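 active = fold induction of absorbance versus untreated yeast above a set limit, then at least 30% activation at any dose in follow-up; inconclusive = repeats straddling the limit, or above it without dose testing; inactive = fold induction below the set limit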;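 note: activators that raise dye reduction in frataxin-depleted yeast; strong numbers were not always called active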
M17LAP inhibition: P. falciparum M17LAP inhibitors, primary screen, biochemical, fluorogenic H-Leu-NHMec substrate, 1536-well (AID 1619); recombinant M17LAP, H-Leu-NHMec fluorogenic kinetic assay; higher % means a stronger effect; one-dose inhibition, % at 30 µM; IC50 in µM for titrated hits; hit rate 0.38% among 220,000;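 active = compound inhibiting the enzyme by more than half at any dose during confirmatory dose-response retesting; inconclusive = strong single-dose inhibitors picked by rank but not retested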;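 note: plate controls were full reaction with DMSO carrier for no effect and no enzyme background for full effect; strong numbers were not always called active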
MT stabilize HCS: microtubule stabilizers in HeLa cells | HeLa tubulin immunostaining HCS, 24 h; share of cells brighter than vehicle mean+2SD | % tubulin-high responders, % at 10 µM | hit rate 0.83% among 200,000;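 active = plate Z-score above 3 for both tubulin-high and condensed-nucleus cell shares, with cell loss under 80%, at 10 µM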;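 note: anti alpha tubulin signal scored within the nucleus-defined area of each cell; some results filed as inactive read as strong as hits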
Dynein cargo inh cytoplasmic EGFP: also measured in Dynein cargo inh; calls as there; z-score; measured here: cytoplasmic GR-EGFP intensity; active compounds read high
Dynein cargo inh nuclear GR-EGFP: also measured in Dynein cargo inh; calls as there; z-score; measured here: nuclear GR-EGFP intensity;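 lower value marks the stronger effect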
Dynein cargo inh cell count: also measured in Dynein cargo inh; calls as there; z-score; measured here: cell count per field
Insulin prom up cell count: also measured in Insulin prom up; calls as there; cell count; measured here: cytotoxicity, nuclei count;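 total cells summed across four imaged fields per well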
Hep lipid drop cells 6.5 µM: second read-out of Hep lipid drop, no call of its own (marks repeat the call); cell count; measured here: cell count, cytotoxicity flag;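 cells counted across two imaged fields per well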
MT stabilize HCS Hoechst-high %: also measured in MT stabilize HCS; calls as there; % Hoechst-high responders; measured here: nuclear condensation Hoechst responders;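 share of cells brighter than vehicle mean plus two SD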
MT stabilize HCS cytotoxicity %: recorded beside MT stabilize HCS, whose call it bears; toxicity, %; measured here: cytotoxicity by cell density;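 0% = mean cell density of plate MIN control wells and 100% = no cells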
Autophagy HCS cell loss 18 h: recorded beside Autophagy HCS, whose call it bears; toxicity, %; measured here: cell loss, nuclei count;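 cell loss after 18 h compound exposure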
The depositor's hits bear a star; i = inactive; ? = inconclusive; . = not tested or not shown.

SMILES	Hep lipid drop	Hep lipid drop cells 6.5 µM	Dynein cargo inh	Dynein cargo inh cytoplasmic EGFP	Dynein cargo inh nuclear GR-EGFP	Dynein cargo inh cell count	Autophagy HCS	Autophagy HCS cell loss 18 h	CSM14.1 death rescue	Insulin prom up	Insulin prom up cell count	M1AAP inhibition	Yfh1-off respiration	M17LAP inhibition	MT stabilize HCS	MT stabilize HCS Hoechst-high %	MT stabilize HCS cytotoxicity %
Cc1ccc2nc(SCc3nnc(-c4ccccc4)o3)[nH]c2c1	.	.	-0.66	-0.17	-0.96	0.2	i	-5	-0.7%	.	.	1%	i	11%	2.0	1.9	3.9
COc1ccc(-c2cc3c(nn2)-c2ccccc2C3=O)cc1	.	.	-0.42	-0.16	-0.14	0.54	i	5	-1.0%	-0.57	1312	12%	i	11%	3.4	2.6	6.5
Cc1nnc(SCc2cn3ccsc3n2)n(N)c1=O	-8	738	-0.46	-0.16	-0.028	-0.0025	i	-4	-0.7%	0.82	1234	4%	i	11%	3.3	1.3	5.3
CCOc1ccc(Br)cc1S(=O)(=O)N1CCCC1	-15	754	-0.66	-0.28	-0.39	0.064	i	-10	0.3%	.	.	0%	i	-1%	3.7	1.7	7.7
CN1/C(=C\C=C2/SC(=S)N(CC(=O)O)C2=O)C(C)(C)c2ccccc21	22	639	0.6	-0.25	-0.061	-0.0093	i	8	-0.6%	-0.25	1240	15%	i	25%	5.4	1.3	0.8
CN(C)C(C)(C)/C=C/C(O)(c1ccccc1)c1ccccc1	-24	661	-0.064	-0.24	0.45	0.31	.	.	.	-0.59	976	-1%	i	-4%	.	.	.
Cc1ccc(S(=O)(=O)N2CCOCC2)cc1C(=O)O	.	.	0.13	-0.18	0.35	-0.26	i	-9	1.2%	0.18	1313	2%	i	-5%	5.5	1.6	6.9
CCc1c(C)nc2ncnn2c1NCCc1ccc(OC)cc1	.	.	-0.93	-0.23	-0.13	0.47	i	1	-3.8%	?	.	3%	i	10%	37*	16*	79*
O=C(Nc1ncnc2sc3c(c12)CCCCC3)c1ccco1	8	678	-0.23	-0.26	0.075	0.32	i	0	.	-0.07	1176	8%	i	8%	1.5	1.5	0.2
Cc1ccc(SCC(=O)NC(=O)NCCC(C)C)c(C)c1	-3	711	0.27	-0.38	-0.45	-0.27	i	0	0.9%	-0.6	1227	3%	i	4%	2.0	1.6	3.5
CC1(C)c2ccccc2N2CC(=O)N(CC(N)=O)C21C (centres undefined)	6	793	-1	0.001	-0.51	1.8	i	-5	-1.7%	0.68	950	2%	i	3%	2.1	2.0	9.4
CCCCC(=O)NCCc1cc2c(OC)ccc(OC)c2[nH]c1=O	.	.	-0.48	-0.29	-0.056	0.36	i	7	0.5%	-0.61	1597	1%	.	-8%	4.4	3.5	1.5
O=C(Nc1ccc(N2CCOCC2)cc1N1CCOCC1)c1ccc([N+](=O)[O-])cc1	.	.	0.16	-0.22	0.43	-0.047	i	23	-0.4%	-0.03	1396	0%	.	-2%	5.0	2.4	7.4
O=C(Cc1csc(-c2ccccc2)n1)NCc1ccc(F)cc1	-14	561	0.52	-0.26	0.16	0.36	i	13	-1.6%	-0.08	1452	0%	i	-5%	4.9	2.5	7.2
Cn1cccc1C(=O)C(=O)Nc1ccc(Cl)cc1	.	.	1.1	-0.23	-0.39	0.16	i	-4	0.9%	0.52	1691	4%	i	-6%	2.0	1.1	4.9
O=C(N/N=C/c1ccncc1)NC1CCCCC1	8	711	-0.057	-0.15	0.26	-0.039	i	7	-0.5%	-1.1	1217	-2%	i	3%	1.9	2.1	4.6
Cn1cc(/C=C2/SC(=O)N(c3ccccc3)C2=O)c2ccccc21	.	.	2	0.49	1.9	-1.1	i	-20	2.0%	-0.57	1419	-7%	.	-4%	3.3	2.1	11
C[n+]1ccccc1COc1ccc(C(C)(C)C)cc1	-4	690	0.47	-0.3	-0.14	0.037	i	8	0.8%	-0.53	964	2%	i	-24%	7.1	2.0	2.3
O=C(CN1C(=O)CSc2ccc(S(=O)(=O)N3CCOCC3)cc21)NCCCN1CCOCC1	4	758	-0.92	0.067	-0.63	0.19	i	11	-1.3%	0.36	1151	-3%	i	14%	3.8	2.6	5.6
COc1cc(C(=O)N(Cc2cc3ccccc3[nH]c2=O)CC2CCCO2)cc(OC)c1OC (centres undefined)	.	.	0.4	-0.21	0.77	0.16	i	14	-1.0%	-0.66	1210	11%	i	25%	1.6	2.7	0.5
CC(C)c1cc(C(N)=O)c(NC(=O)C2CCC2)s1	4	685	0.19	-0.22	0.4	0.43	i	-3	-1.5%	.	.	13%	i	6%	1.9	1.1	0.5
Cn1c(N)c(C(=O)COC(=O)c2cc(-c3ccco3)nc3ccccc23)c(=O)n(C)c1=O	1	772	0.87	-0.24	0.74	0.4	i	-12	-5.9%	0.07	1250	1%	.	-7%	5.6	3.7	9.3
C/C(=C\C(=S)Nc1ccccc1)Nc1cccc2ccccc12	17	503	0.88	0.069	1.9	-1.9	i	18	-4.1%	-0.35	2093	5%	i	0%	5.1	2.2	1.4
COc1ccc(COc2cc(-c3cccc(OC)c3)nc3ccc(NC(=O)c4ccc(N(C)C)cc4)cc23)cc1	10	730	2.8	-0.072	1.7	-1.5	i	-1	-0.2%	-0.83	762	0%	i	-15%	20*	24*	64*
COc1ccc(/C=C2\C(=O)ON=C2c2cccc([N+](=O)[O-])c2)cc1	26	731	-3.2	0.56	-1.4	0.21	i	5	-0.5%	0.46	1359	21%	i	28%	4.4	2.6	8.3
CC1SC(C)C(=O)N(CC(=O)NC2CCCCC2)C1=O (centres undefined)	-18	702	-0.62	-0.35	-0.37	0.89	i	12	.	-0.12	1345	-1%	i	-1%	2.0	2.2	6.3
COc1cc(/C=N/n2c(-c3ccc4c(c3)NC(=O)CO4)csc2=Nc2cccc(C)c2)ccc1O	-4	616	0.83	-0.32	0.066	0.31	i	-1	-1.0%	-0.74	1161	21%	i	14%	4.8	4.3	9.6
COc1cc(C2CC(=O)NC3=C2C(=O)CC(C)(C)C3)cc(OC)c1O (centres undefined)	.	.	-0.35	-0.19	-0.04	0.025	i	3	-1.0%	1	1592	0%	i	-4%	1.4	1.2	9.5
C=CCNC(=S)NNC(=O)c1ccc(OCCCC)cc1	0	744	-0.14	-0.026	-0.22	0.79	i	-7	0.0%	.	.	-1%	i	-3%	2.8	1.6	2.3
Cc1ccc2[nH]c(=O)c(CN(CCCN(C)C)C(=O)Nc3ccc(F)cc3)cc2c1	30	694	1.4	-0.19	0.28	-0.84	i	15	-1.3%	-0.05	1298	-3%	i	4%	2.6	0.7	0.9
O=C(c1cccc(S(=O)(=O)N2CCc3ccccc32)c1)N1CCN(c2ccccn2)CC1	-26	712	-0.45	-0.29	0.051	0.15	i	18	6.5%	-0.42	1247	-3%	i	-9%	6.9	1.0	12
COc1ccc(C(CC(=O)N2CCCCC2)c2c(OC)cc(OC)c3ccc(=O)oc23)cc1 (centres undefined)	-15	740	1	-0.83	0.48	-0.28	.	.	.	.	.	0%	i	-7%	.	.	.
COc1ccc(/C=N/Nc2ccccc2)cc1Cn1nc(C)c([N+](=O)[O-])c1C	-7	797	0.25	-0.3	0.21	0.47	i	-4	-3.3%	.	.	5%	i	8%	1.6	1.5	6.4
O=C(O)CC(C(=O)NCc1ccccc1)C1CCCO1 (centres undefined)	.	.	-0.76	-0.27	0.27	-0.23	i	14	-0.8%	-0.58	1389	0%	.	-2%	4.1	0.8	7.6
CC1(C)CC(=O)C2=C(C1)c1c(ccc3ccccc13)NC2c1cc([N+](=O)[O-])cc([N+](=O)[O-])c1O (centres undefined)	0	549	1.2	-0.26	0.23	0.74	i	5	1.4%	0.99	1382	29µM*	i	9%	1.9	1.4	4.8
COC(=O)[C@H](Cc1ccccc1)NC(=O)N1CCN(c2ccccc2)CC1	6	676	-0.61	-0.28	-0.4	1	.	.	.	-0.23	1093	3%	i	8%	.	.	.
O=C(CN1CCC(n2nnc3cc(F)ccc32)CC1)NC1CC1	.	.	-0.86	-0.17	-0.33	-0.2	i	-15	-0.5%	0.13	1169	-2%	i	11%	5.1	2.5	7.9
CCSc1ccc(-c2nn(-c3ccccc3)cc2/C=C(/C#N)C(=O)NCCCOC)cc1	-2	668	-3	2.1	-1.3	-5.9	i	-56	2.1%	-0.04	1495	7%	i	4%	11	61	11
CCCCN(CCCC)S(=O)(=O)c1ccc(NC(=O)c2ccc([N+](=O)[O-])cc2Cl)cc1	-2	666	1.9	-0.21	1.6	-1.9	i	9	1.8%	-0.91	1108	10%	i	14%	4.0	1.3	11
CCCOc1ccc(C(=O)C(CN2CCCC2)c2ccccc2)cc1 (centres undefined)	-3	668	-3.4	1.1	-1.9	-0.048	i	39	-3.7%	-3.5	576	0%	i	0%	19	9.9	48
